Screens deposited in PubChem BioAssay by National Center for Advancing Translational Sciences (NCATS).
ELG1 genotox – induces genotoxicity in HEK293T cells with luciferase-tagged ELG1; HEK293T ELG1-luciferase reporter, luminescence, 16 h; Potency, µM (series often up to 46 µM), for inactives: at the highest dose activity change, positive = activation, hits mostly activators; 1.3% of 330,000 active; AID 504466; also: % of control where 0% means no effect; nearly all actives have a fitted effect of over 60% in size
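Genotoxic stress is detected as increased luminescence from luciferase-tagged ELG1 in HEK293T cells, measured with ONE-Glo after a 16 hr treatment at 37 °C.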
VP16 counter – Gal4-VP16 reporter inhibition counter-screen | Drosophila S2 Gal4-VP16 UAS-luciferase, luminescence, 20 h | Potency, µM (series often up to 53.6 µM), for the others: top-dose activity, negative = inhibition, usual class: inhibitors | 3.5% of 310,000 active;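 also: Gal4-VP16 expression switched on by copper sulfate through the metallothionein promoter; % is scaled to controls: 0 for no effect and ±100 for the full control effect; nearly all actives have a fitted effect of over 50% in size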
MBNL1-CUG inh – inhibitors of human MBNL1 binding to CUG repeat RNA; Q9NR56; TR-FRET MBNL1-His/biotin-(CUG)12 binding, 665/545 ratio; Potency, µM (series often up to 57.5 µM), without a hit: at the highest dose activity change, negative = inhibition, hits mostly inhibitors; 0.036% of 280,000 active; AID 2675; active = well fitted inhibition curve with a large enough effect in the signal ratio, with a control signal flat, not every such curve was filed as active; inconclusive = small, poorly fitted or top-dose-only effect, or effect the other way, or a change in a side signal; inactive = no such curve, though single readings can be large or run the other way; the % refers to the signal ratio; also: % is scaled to controls: 0 for no effect and ±100 for the full control effect
Target sequence (Q9NR56 whole entry, looked up): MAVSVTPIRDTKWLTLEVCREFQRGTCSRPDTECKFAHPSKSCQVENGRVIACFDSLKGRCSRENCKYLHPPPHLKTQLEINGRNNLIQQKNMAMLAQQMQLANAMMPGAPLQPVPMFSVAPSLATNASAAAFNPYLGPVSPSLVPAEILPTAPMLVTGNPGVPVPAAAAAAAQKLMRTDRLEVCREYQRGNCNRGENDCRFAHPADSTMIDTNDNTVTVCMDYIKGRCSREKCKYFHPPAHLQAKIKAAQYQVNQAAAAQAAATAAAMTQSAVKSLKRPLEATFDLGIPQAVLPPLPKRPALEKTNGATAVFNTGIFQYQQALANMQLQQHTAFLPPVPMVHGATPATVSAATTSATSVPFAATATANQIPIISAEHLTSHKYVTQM
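Compound titration spanned 92 nM–58 uM against the MBNL1-His/biotin-(CUG)12 complex. After 60 min at room temperature with 5 nM streptavidin-XL665 and 0.055 ng/ul terbium anti-His, ratiometric 665/545 nm emission (Ex 340 nm) normalized to controls.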
NPC1 prom act – NPC1 promoter activation; Huh7 NPC1 promoter luciferase reporter, 24 h; Potency, µM (series often up to 9.22 µM), for the others: at the top dose activation, usual class: activators; 2.4% of 320,000 active; AID 485313;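 also: % of control where 0% means no effect; nearly all actives have a fitted effect of over 60% in size; reporter is driven by a mutant NPC1 promoter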
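Cells: Huh7 expressing luciferase under the NPC1 promoter, 1500/well. Seeded 2 h, compound added, incubated 24 h at 37 °C. Luciferase reagent, 10 min ambient, then luminescence.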
FLuc counter – inhibits or activates purified firefly luciferase, miR-21 counter-screen; P08659; purified FLuc, Km substrates, luminescence inhibition; Potency, µM (highest dose often 57.5 µM), for inactives: at the top dose activity change, negative = inhibition, most hits filed as inhibitors; 6.9% of 360,000 active;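 also: plate controls were vehicle for no effect and reference inhibitor for full effect; nearly all actives have a fitted effect of over 55% in size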
Target sequence (P08659 whole entry, looked up): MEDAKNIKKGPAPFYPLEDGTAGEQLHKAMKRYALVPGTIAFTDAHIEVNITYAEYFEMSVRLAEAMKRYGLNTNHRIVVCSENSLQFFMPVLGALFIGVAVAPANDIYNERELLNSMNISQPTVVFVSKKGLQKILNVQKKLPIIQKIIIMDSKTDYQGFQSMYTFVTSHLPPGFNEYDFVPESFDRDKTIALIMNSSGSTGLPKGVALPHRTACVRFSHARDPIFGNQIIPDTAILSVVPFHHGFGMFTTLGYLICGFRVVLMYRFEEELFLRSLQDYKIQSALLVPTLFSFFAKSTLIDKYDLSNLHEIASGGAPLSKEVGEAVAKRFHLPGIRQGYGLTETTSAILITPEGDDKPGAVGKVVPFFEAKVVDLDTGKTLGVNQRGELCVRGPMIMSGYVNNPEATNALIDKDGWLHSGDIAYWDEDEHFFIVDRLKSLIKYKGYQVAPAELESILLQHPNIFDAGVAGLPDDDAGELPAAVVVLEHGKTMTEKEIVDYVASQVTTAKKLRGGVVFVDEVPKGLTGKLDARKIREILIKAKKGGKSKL
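Purified P. pyralis luciferase (10nM final) with 10uM D-luciferin and 10uM ATP (Km levels) in 50mM Tris acetate pH 7.5, 10mM Mg acetate, 0.01% Tween-20, 0.05% BSA; qHTS 6-point titration, ~60 µM downward; luminescence read.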
uPA generation – cell surface uPA generation inhibition; cell surface uPA generation assay, qHTS; Potency, µM (top dose mostly 38.3 µM), without a hit: at the top dose activity change, negative = inhibition, hits mostly inhibitors; 0.31% of 330,000 active; AID 540303; active = well fitted inhibition curve with a large enough effect; inconclusive = small, poorly fitted or top-dose-only effect; inactive = no such curve, though single readings can be large or run the other way; tested in mouse RAW 264.7 cells; also: % is scaled to controls: 0 for no effect and ±100 for the full control effect; nearly all actives have a fitted effect of over 55% in size
BRCA1 expr act – activators of BRCA1 expression; MCF7-BRCA1-FFLuc reporter, luminescence, 48 h; response scale: scaled: vehicle 0%, 10 µM genistein 100%; Potency, µM (doses to about 46.1 µM), for inactives: at the top dose activation, most hits filed as activators; 1.1% of 380,000 active; AID 624202; also: nearly all actives have a fitted effect of over 80% in size; some results filed as inactive show a strong effect at the top dose
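Using MCF7 cells harboring a BRCA1 firefly luciferase reporter, plated 2 h before compound pinning, the screen measured luminescence after 48 h incubation. Responses were normalized to DMSO and 10 microM genistein, then fitted for concentration-effect.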
RORgamma inh – blocks mouse ROR gamma transcriptional activity. P51450. Potency, µM (series often up to 53.6 µM), without a hit: at the top dose activity change, negative = inhibition, hits mostly inhibitors. AID 2551. Drosophila S2 Gal4-RORgamma UAS-luciferase reporter, 20 h. 5.4% of 310,000 active; also: % is scaled to controls: 0 for no effect and ±100 for the full control effect; nearly all actives have a fitted effect of over 60% in size
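Luminescence from a UAS-regulated Photinus luciferase reporter in stably transfected Drosophila Schneider cells is measured; decreased signal marks ROR gamma inhibition. Fusion expression is induced by 700 uM copper sulfate for 20 hr.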
p53 reactivator – re-activators of mutant p53; H1299 p53-A138V BP100-luciferase reporter, luminescence, 24 h; Potency, µM (top dose mostly 92.2 µM), for inactives: top-dose activity change, positive = activation, usual class: activators; 0.063% of 320,000 active; also: % of control where 0% means no effect; nearly all actives have a fitted effect of over 45% in size
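H1299 (p53-null), stable ts p53-A138V + BP100-Luc; 1000 cells/well, Opti-MEM/10% FBS; cpd 4 pt, 1:5; 24 h, 37 deg C, 5% CO2; detection reagent 10 min RT; luminescence.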
Rab9 prom act – activators of Rab9 promoter. Potency, µM (highest dose often 9.22 µM), for the others: top-dose activation, negative = inhibition, hits mostly activators. 2.8% of 320,000 active. Huh7 Rab9 promoter-luciferase reporter, luminescence, 24 h; also: % of control where 0% means no effect; nearly all actives have a fitted effect of over 60% in size
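Rab9 promoter-driven luciferase in stably transfected Huh7 cells; 1500 cells/well rested 2 h, exposed to compound in DMSO for 24 h at 37 °C, 5% CO2. Luminescence read 10 min after adding luciferase reagent at ambient temperature.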
MLL CXXC-DNA inh – inhibitors of human MLL CXXC domain-DNA interaction | Q03164 | MLL-CXXC / FITC-HOXA9 DNA fluorescence polarization | Potency, µM (highest dose often 115 µM), without a hit: top-dose activity change, negative = inhibition, usual class: inhibitors | 0.037% of 290,000 active | AID 2662; active = well fitted inhibition curve with a large enough effect in the polarisation, with a control signal flat, not every such curve was filed as active; inconclusive = small, poorly fitted or top-dose-only effect, or effect the other way, or a change in a side signal; inactive = no such curve, though single readings can be large or run the other way; the % refers to the polarisation
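Steps: dispense CXXC domain solution (7 uM) → pin compounds or unlabeled HOX-A9 DNA control → 5 min ambient → add FLSN-HOX-A9 solution (50 nM) → spin → 30 min ambient → fluorescence polarization. Tris pH 7.5/NaCl/DTT/BSA buffer.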
* hit, by the source's call; u = inconclusive; x = no result given; & = joins results of further samples; [ ] = dose if it differs, or a comment. Unless noted, calls follow the shape of the dose curve; as a rule, active = well fitted curve in the direction sought with a large enough effect; inconclusive = small, poorly fitted or top-dose-only effect, or another doubt; inactive = no such curve, though single readings can be large; an effect the other way counts as inactive or inconclusive. Potency is read from the fitted curve at half-maximal effect. The list is partial. The share of hits here may be higher or lower than overall.

SMILES	ELG1 genotox	VP16 counter	MBNL1-CUG inh	NPC1 prom act	FLuc counter	uPA generation	BRCA1 expr act	RORgamma inh	p53 reactivator	Rab9 prom act	MLL CXXC-DNA inh
COc1cccc(NC(=O)c2ccc(-n3cnnn3)cc2)c1	-0.5%	-2.6%	-7.1%	4.3%	-6.2%	0.8%	42.1%	2.0%	7.7%	29.1%	-3.5%
COC(=O)c1ccc(NC(=O)COC(=O)COc2cccc3c2OC(C)(C)C3)cc1	-0.6%	x	x	0.7%	-3.1%	-36.6%	1.3%	x	3.9%	-3.5%	x
COc1ccccc1C(=O)NCc1ccc(-c2nc3ccccc3s2)cc1	18.4%	-6.8%	x	28.3%	6.01µM*	5.6%	17.6%	-17.1%	u	u	8.3%
Cc1[nH]n(-c2cccc(Cl)c2)c(=O)c1-c1ccccc1	-6.3%	5.1%	-4.7%	1.5%	u	1.4%	2.3%	u	7.5%	12.3%	6.6%
CC(C)(C)OC(=O)[C@H](Cc1ccccc1)NC(=O)c1nc[nH]c1C(=O)NCC(=O)OCc1ccccc1	-0.2%	u	1.3%	0.2%	4.5%	-2.1%	9.9%	u	x	-0.1%	-0.2%
O=C(NCCN1CCCCC1)Nc1ccccc1	-3.3%	12.7%	-3.6%	1.7%	4.5%	x	5.5%	17.7%	1.8%	5.3%	4.4%
CN(CC(=O)Nc1ccc(F)c(F)c1F)C(=O)c1cc(-c2ccncc2)nc2ccccc12	-6.6%	x	x	-0.9%	2.3%	1.1%	-24.5%	x	-7.1%	-5.3%	x
O=C(Nc1cccc(S(=O)(=O)Nc2ccccc2Cl)c1)c1ccc(Cl)nc1	-2.0%	6.31µM*	-6.9%	-7.5%	4.6%	-3.1%	-46.1%	u	-2.2%	-20.8%	1.1%
COc1ccc2cc(/C=N/NC(=O)CN(c3ccccc3)S(=O)(=O)c3ccccc3)c(Cl)nc2c1	9.0%	-7.3%	15.2%	-4.0%	3.3%	x	x	-12.2%	-2.9%	-0.2%	46.0%[activator]
Cc1ccc(NC(=O)CN(C)C(=O)COc2ncnc3ccc(Br)cc23)cc1	-0.7%	x	x	-3.7%	-2.0%	-15.7%	-3.7%	x	-2.6%	-3.7%	x
CS(=O)(=O)N1CCc2nc(-c3ccccc3)sc2C1	9.2µM*	-15.1%	10.1%	2.51µM*	9.53µM*	-2.7%	u	-4.4%	u	1.58µM*	11.0%
Cc1ccc(/C=C/C(=O)O)cc1S(=O)(=O)NCc1cccnc1	-1.3%	6.8%	-10.6%	-0.9%	-0.3%	2.4%	0.0%	-11.5%	-1.4%	2.6%	-7.7%
NNc1ccc2nncn2n1	-0.2%	-7.1%	-0.7%	-5.3%	2.6%	10.3%	0.7%	4.2%	0.0%	-7.4%	7.3%
CCC1(C)OC(=O)NN(c2ccc(C)cc2)C1(C)O (configuration not stated)	-0.1%	9.5%	-15.8%	2.5%	1.5%	1.1%	2.5%	5.4%	-6.7%	-0.1%	-2.1%
Cc1csc(NC(=O)CCC(=O)N(CC(=O)NC2CCCC2)c2ccccc2)n1	4.6%	1.1%	3.3%	2.0%	0.2%	-1.9%	-2.8%	6.1%	-2.4%	0.6%	-1.7%
CCOC(=O)C1=C(C)Nc2ccccc2N=C1NC(=O)c1ccc(Cl)c(S(=O)(=O)N2CCCC2)c1	-4.9%	6.6%	-0.3%	-6.0%	3.9%	-3.0%	-19.7%	-4.9%	1.9%	-3.2%	36.4%[activator]
Cn1c(=O)c2[nH]c(N3CCN(c4ccccc4)CC3)nc2n(C)c1=O	u	-5.1%	-4.2%	-7.1%	0.9%	16.5%	-24.7%	4.4%	8.4%	-24.7%	-2.6%
O=C(Nc1ccc2c(c1)OCCO2)c1c(F)c(F)c(F)c(F)c1F	0.9%	28.1%	-5.0%	-0.8%	1.5%	3.1%	28.6%	7.7%	-2.7%	5.4%	10.1%
CCN(CC)c1ccc(NC(=O)c2ccc3c(c2)OCO3)cc1	u	x	-2.5%	u	6.75µM*	-8.8%	u	x	x	2.24µM*	u
O=C(COC(=O)CC(c1ccccc1)c1ccccc1)Nc1c(F)cccc1F	0.7%	-12.2%	x	-1.9%	4.3%	x	x	5.6%[10 µM]	-0.1%	-6.7%	-3.9%
CCNC(=O)CCSc1nnc(-c2ccncc2)o1	1.2%	5.0%	x	-1.7%	-1.4%	4.9%	-18.9%	16.1%	-1.9%	1.3%	7.5%
O=C(NCCNc1ccc([N+](=O)[O-])cc1)c1cccs1	-4.2%	15.4%	u	0.6%	-4.6%	2.4%	2.6%	-6.8%[1.91 µM]	x	-0.2%	7.7%
CC1C(=O)C(C)C(c2cccc(Br)c2)NC1c1cccc(Br)c1 (configuration not stated)	-10.2%	2.8%	-4.5%	-1.7%	0.1%	-2.0%	-19.8%	8.8%	14.5%	-7.3%	-1.2%
COc1ccc2cc(CCNC(=O)c3ccc(S(=O)(=O)N4CCOCC4)cc3)c(=O)[nH]c2c1	-14.6%	-10.9%	-2.6%	-1.3%	-0.3%	0.1%	-9.2%	u	-19.1%	7.7%	-4.3%
N#C/C(=C(\O)c1ccco1)c1ccccn1	9.0%	u	u	11.8%	u	-4.2%	u	u	u	22.1%	-0.8%
CCOC(=O)c1sc(N(Cc2ccccc2)C(=O)CN2C(=O)CN(C)C2=O)nc1C	6.3%	1.4%	-3.0%	-2.2%	3.1%	-1.1%	44.7%	-1.9%	-5.5%	-0.4%	-4.8%
COc1cc(/C=C2\N=C(c3c(-c4ccccc4)noc3C)OC2=O)ccc1OC(C)=O	-13.6%	5.2%	x	-14.1%	-8.6%	5.0%	-5.8%	-32.2%	-1.3%	-0.1%	37.0%[activator]
Cc1ccc2nc3n(c(=O)c2c1)-c1cc(Cl)ccc1C(=O)NC3Cc1ccccc1 (configuration not stated)	-0.1%	x	x	-4.0%	3.9%	x	x	x	-0.1%	-3.0%	x
O=C(COc1ncnc2cc(Cl)ccc12)c1ccc2c(c1)OCCO2	u	1.1%	0.2%	3.16µM*	1.9µM*	1.5%	1.78µM*	u	13.4%	0.631µM*	22.4%
Cc1ccc(C(=O)c2nccn2C)cc1C	15.5%	5.2%	-0.4%	20.1%	u	-0.2%	81.4%	-3.0%	18.1%	16.9%	-3.7%
CCn1c(CNc2cccc(Cl)c2)nnc1SCC(=O)OC1CCCCC1	-4.4%	-2.3%	-15.1%	0.5%	-0.7%	13.8%	4.2%	15.2%	-2.7%	-1.6%	10.4%
Cc1cccc(C)c1NC(=O)CS(=O)CC(=O)NC1CCN(Cc2ccccc2)CC1 (configuration not stated)	-0.2%	-19.4%	-1.4%	-6.5%	8.8%	0.5%	-13.6%	u	0.1%	-2.1%	2.8%
O=C(CCC(=O)c1cccs1)NCc1cccc(Cl)c1	1.6%	x	x	-3.2%	0.6%	1.5%	-1.9%	x	2.4%	-1.3%	x
CCN(c1ccccc1)S(=O)(=O)c1nnc(NC(=O)C(C)(C)C)s1	-1.0%	-0.5%	-8.8%	1.4%	1.5%&2.1%	-15.7%	-4.9%&6.7%	3.6%	0.0%	-3.6%	-1.8%
C=CCN(CC=C)C(=O)C(=O)c1ccn(-c2c(C)csc2C(=O)OC)c1	-5.3%	-1.6%	1.8%	1.0%	1.4%	5.4%	-7.2%	2.6%	-3.5%	-2.4%	-9.2%
C[N+](C)(C)CC/C=C1/c2ccccc2CSc2ccccc21	1.1%	1.9%	-10.0%	-1.5%	3.6%	-2.1%	8.7%	-34.5%	-1.2%	-2.7%	-0.5%
O=C(O)CCCSCC(=O)Nc1ccccc1	0.5%	-0.8%	67.5%[activator]	-0.1%	-1.9%	x	-6.0%	-20.6%	-1.5%	-5.1%	0.5%
CCOC(=O)c1cc(C)nc(N2CCCCC2)c1C#N	8.1%	-3.8%	x	-1.3%	-9.8%	-3.5%	0.0%	0.5%	0.5%	0.5%	-6.8%
CCCn1ncc(CN2CCC(n3nccc3NC(=O)c3ccccc3OC)CC2)c1C	0.6%	9.5%	-2.2%	2.3%	-1.4%	-13.4%	-11.7%	-17.8%	4.5%	-6.9%	-6.7%
O=C(c1cc2cc(F)ccc2[nH]1)N(Cc1cccnc1)CC1CCCN(C2CCCCC2)C1 (configuration not stated)	-0.2%	-12.3%	1.1%	3.1%	-0.4%	-11.2%	-38.2%	7.7%	-0.8%	-6.1%	-3.1%
